# NOD2 inhibition = NOD2 signaling inhibitors, cell-based, luminescence, uHTS, HEK293 (AID 1566); HEK293 NOD2/NF-kB luciferase reporter, luminescence; higher % means a stronger effect; inhibition, % at 4 µM, or EC50 in µM where a hit was titrated; actives 0.63% (n = 290,000); in the data active means inhibition above about 50%; further: many of its hits are not listed in these tables
# Lipid droplet = hepatic lipid droplet formation modulation | AML12 mouse hepatocytes, oleate lipid droplets, BODIPY imaging | inhibition, % at 6.5 µM | actives 0.4% (n = 240,000) | AID 1656;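 active means lipid droplet intensity inhibited by at least 50%, with more than 500 cells counted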
#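 Assay system: AML12 mouse liver cells | Compound: 6.5 µM single-point dosing | Schedule: Overnight exposure | Technique: Fluorescence imaging, 20x objective, two fields per well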
# Lipid droplet cells 6.5 µM = also measured in Lipid droplet; calls as there; cell count; measured here: cell count, cytotoxicity flag;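 cells counted across two imaged fields per well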
# Starred values were filed as active, the others as inactive. These rows are one share of the data; the hit share may differ from the screen's.
canonical_smiles	NOD2 inhibition	Lipid droplet	Lipid droplet cells 6.5 µM
COc1ccnc(CS(=O)c2nc3cc(C(O)(F)F)ccc3[nH]2)c1OC (configuration not stated)	7%	-24	857
COc1ccccc1CCNC(=O)C(=O)NCC1OCCN1S(=O)(=O)c1ccc2c(c1)OCCO2 (configuration not stated)	22%	9	749
O=C(CSc1ccc(-c2ccco2)nn1)Nc1cccc(F)c1	26%	-2	640
O=C(NCC(=O)N(c1ccccc1)C(C(=O)NCC1CCCO1)c1ccccc1)c1cccs1 (configuration not stated)	-7%	-8	718
Cc1nc2cc(-c3ccccc3)[nH]n2c(=O)c1C	-24%	12	845
COc1ccc2[nH]c3c(c2c1)CCN1C(=O)N([C@@H](C)C(=O)NCc2ccc(F)cc2)C(=O)[C@]31C	4%	-10	819
CSc1ccccc1C(=O)Nc1ccc2c(c1)CCC2	-10%	-6	808
O=C(Nc1ccnn1C1CCN(C/C=C/c2ccccc2)CC1)c1ccccc1Cl	19%	-7	690
COc1ccc(CCNC(=O)CNC(=O)c2ccccc2Br)cc1OC	21%	-1	752
CCN(CC)CCSc1nc2ccccc2n1Cc1ccccc1	14%	-8	796
CC1CC(C)CN(CCCNC(=O)CN2C(=O)CSc3ccc(S(=O)(=O)N4CCOCC4)cc32)C1 (configuration not stated)	-1%	-32	746
CCNC(=O)c1ccc(NS(=O)(=O)c2ccc3[nH]c(=O)[nH]c3c2)cc1	10%	3	673
O=C(c1cc(-c2ccc(O)cc2)on1)N1CCCCCC1	-87%	-15	855
CCN(CC)S(=O)(=O)c1ccc2c(c1)N(CC(=O)Nc1ccc(NC(C)=O)cc1)C(=O)CO2	10%	-3	810
Cc1cc(OCc2nnc(SCC(=O)O)n2-c2ccccc2)ccc1Cl	5%	3	787
O=C(CCn1c(=O)oc2ccccc21)Nc1cccc(Br)c1	6%	1	867
COc1ccc(CN(C)C(=O)c2ccccc2Sc2ccccc2C#N)c(OC)c1	-3%	-2	724
COc1cc(/C=C2\N=C(c3ccccc3)OC2=O)ccc1OC(C)=O	12%	4	883
Cc1cccc2sc(N(CCCN(C)C)C(=O)c3ccc(S(=O)(=O)N4CCc5ccccc5C4)cc3)nc12	-17%	0	853
O=C(N/N=C\c1ccc2c(c1)OCO2)c1cncc(Br)c1	-20%	-1	747
NC(=O)C1CCN(C(=O)C2CC(=O)N(c3ccc(F)cc3)C2)CC1 (configuration not stated)	5%	-4	711
C=CCNC(=O)C1CCN(S(=O)(=O)c2ccc3ccccc3c2)CC1	4%	-2	845
CCOc1nc2cnccc2n(CC(=O)Nc2ccccc2F)c1=O	3%	-1	655
NC(=O)CC(NC(=O)Cc1ccc(Cl)cc1)c1ccc(NCCN2CCOCC2)c([N+](=O)[O-])c1 (configuration not stated)	-9%	-6	780
CC(Oc1ccc(Cl)cc1Cl)C(=O)NNC(=O)[C@@H]1CCCC[C@@H]1C(=O)O (some centres not stated)	-16%	-5	678
O=C(NC1CCC(=O)N(CCSc2ccccc2)CC1)OCc1ccccc1 (configuration not stated)	3%	0	788
COc1ccc(CC(=O)NC2CC(C)(C)NC(C)(C)C2)cc1OC	7%	3	815
Cc1cc(C)c(C#N)c(OCc2ccc(Cl)nc2)n1	-16%	-1	799
CC(=O)N(C)c1cccc(-c2ccc3nnc(C)n3n2)c1	-18%	-13	408
Cc1ccc(-n2c(SCC(=O)N3CCOCC3)nc(O)cc2=O)cc1	2%	0	680

# Random excerpt: two compounds from above, in no set order.
canonical_smiles	NOD2 inhibition	Lipid droplet	Lipid droplet cells 6.5 µM
Cc1ccc(-n2c(SCC(=O)N3CCOCC3)nc(O)cc2=O)cc1	2%	0	680
Cc1cc(C)c(C#N)c(OCc2ccc(Cl)nc2)n1	-16%	-1	799

# (list continues)
canonical_smiles	NOD2 inhibition	Lipid droplet	Lipid droplet cells 6.5 µM
COc1cccc(S(=O)(=O)NCC(=O)N2CCCCCC2)c1	-2%	-3	821
CN1CCN(NC(=O)Nc2cc(Cl)cc(Cl)c2)CC1	-10%	-2	806
COc1ccccc1NC(=O)CCCCCN1C(=O)c2cccc([N+](=O)[O-])c2C1=O	13%	10	852
COc1ccc(NC(=O)CSc2ccc(-c3ccco3)nn2)cc1	17%	22	666
Clc1cccc(CNCCCSc2ncccn2)c1	2%	3	774
COc1ccc(CC(=O)N2CCc3cc(OC)c(OC)cc3C2C)c(OC)c1 (configuration not stated)	18%	-16	843
Cc1ccc(C)c(NC(=O)CCC(=O)NN=C2CCCC2)c1	3%	17	718
COCCNC(=O)CCc1nnc2ccc(N3CCC(C)CC3)nn12	24%	11	707
CCS(=O)(=O)N1CCC(C(=O)Nc2ccccc2OC)CC1	7%	4	814
N#Cc1cccc(NC(=O)CNC(=O)Cc2ccccc2)c1	-6%	12	872
CCOC(=O)C1CCN(C(=O)CN(C)S(=O)(=O)c2ccc3c(c2)c(=O)n(C)c(=O)n3C)CC1	13%	-3	789
CCOc1ccc(NC(=O)N(Cc2ccc(C)cc2)Cc2ccccn2)cc1	2%	-4	809
COc1ccc(OC)c(CN2CCN(C(=O)c3cc4ccccc4cc3O)CC2)c1	12%	-1	795
O=C(CCS(=O)(=O)c1ccccc1)N1CCCc2ccccc21	-3%	23	798
CCC(COC)NC(=O)c1ccc(OC)c(OC2CCN(C(C)=O)CC2)c1 (configuration not stated)	11%	14	840
COCCCN1C(=O)C2C(C(=O)Nc3cc(C)cc(C)c3)C3C=CC2(O3)C1C(=O)NC1CCCCC1 (configuration not stated)	-2%	-2	729
CCOC(=O)c1cnc2c(C)cc(Cl)cc2c1NCCCN1CCOCC1	-8%	-23	811
Cc1cc(C)nc(NC(=O)c2ccc([N+](=O)[O-])c(C)c2)n1	16%	-6	827
O=C(NC(Cc1ccccc1)C(=O)O)/C(=C\c1ccc(Br)cc1)NC(=O)c1ccc(Br)o1 (configuration not stated)	7%	7	759
COc1ccccc1N1CCN(C(CNS(=O)(=O)c2ccccc2)c2ccccc2)CC1 (configuration not stated)	-7%	16	705
COc1cccc(CN2CCN(CCCc3ccccc3)C(CCO)C2)c1O (configuration not stated)	4%	14	820
CCOc1ccc(CCNC(=O)CCc2nnc3ccc(N4CCOCC4)nn23)cc1	8%	6	741
CCOc1ccc(NS(=O)(=O)c2csc(C(N)=O)c2)cc1	9%	-15	840
S=c1[nH]nc(-c2ccc(Cl)cc2)n1-c1ccc(Cl)cc1	1%	-7	802
CCOC(=O)C1CCCN(CC(O)COCc2ccccc2OC)C1 (configuration not stated)	-2%	-2	817
CC(=O)c1ccc(NC(=O)c2sc3nc(N4CCOCC4)c4c(c3c2N)CCCC4)cc1	39%	-36	724
COc1cccc(CNC(=O)COC(=O)CN(C)S(=O)(=O)c2ccc(NC(C)=O)cc2)c1	-7%	4	715
CCOC(=O)N1CCN(C(=O)COC(=O)CN(C)S(=O)(=O)c2ccc(NC(C)=O)cc2)CC1	8%	4	660
COc1ccccc1-n1c(SCC(=O)NCC2CCCO2)nc2c([nH]c3ccccc32)c1=O (configuration not stated)	0%	-1	661
Cc1ccccc1CC(=O)Nc1ccc(S(=O)(=O)N2CCOCC2)cc1	-2%	7	819
CC1CCCCN1Cc1c(O)ccc2c(=O)c(-c3ccc(Br)cc3)coc12 (configuration not stated)	1%	-22	802
COc1cc(C(=O)NC2CCN(Cc3ccccc3)CC2)cc(Cl)c1OC(C)C	19%	-8	781
CC(C)(C)OC(=O)[C@H](Cc1ccccc1)NC(=O)c1nc[nH]c1C(=O)N1CCc2ccccc2C1	2%	-2	762
CS(=O)(=O)c1ccccc1C(=O)Nc1ccc(-c2nc3ccccc3o2)cc1	-12%	-1	783
CC1Sc2ccc(S(=O)(=O)CCC(=O)Nc3ccccn3)cc2NC1=O (configuration not stated)	6%	-4	772
O=C(COC(=O)c1cccc([N+](=O)[O-])c1)NC1CCCC1	13%	-17	800
NS(=O)(=O)c1ccc(NC(=O)CSc2nc3c(c(=O)[nH]2)CCCC3)cc1	-6%	2	802
COc1ccccc1N1CCN(C2CCCCC2NS(=O)(=O)c2ccccc2)CC1 (configuration not stated)	13%	8	727
Nc1nonc1C(=O)N/N=C/c1cc2c(cc1Br)OCO2	10%	16	684
CC(OC(=O)/C=C/c1cccs1)C(=O)NC1CCCCC1C (configuration not stated)	7%	-4	674
Cc1ccc(C(OCC(O)CN2CCCCC2)c2ccccc2)cc1 (configuration not stated)	-20%	-2	787
CC(=O)c1ccc(NC(=O)CCc2c(C)nn(-c3ccc(N4CCOCC4)nn3)c2C)cc1	6%	-1	703
CCOC(=O)c1sc(N/N=C/c2ccc(N(C)C)cc2)nc1C	7%	-10	760
CCN(C(=O)C1CCCN(c2nc(-c3ccc(OC)cc3)no2)C1)c1ccccc1F (configuration not stated)	1%	-18	722
O=C(Cc1ccc(Br)cc1)Nc1ccc(S(=O)(=O)Nc2ncccn2)cc1	-4%	1	835
COc1ccc(S(=O)(=O)N2CCCC2C(=O)NCC(=O)Nc2cccc(Cl)c2C)cc1 (configuration not stated)	14%	-50	766
CN(C)CCCN(C(=O)COc1ccccc1)c1nc2cc3c(cc2s1)OCCO3	-3%	2	717
O=C(c1ccccc1)c1cc2cc(Cl)ccc2[nH]1	-28%	5	837
CC(=O)Nc1cccc(NC(=O)c2cccc(OCc3ccccc3)c2)c1	19%	-17	655
Cc1ccccc1N(C(=O)CNC(=O)c1cccs1)C(C(=O)NC1CCCC1)c1ccncc1 (configuration not stated)	4%	-10	797

# Further records
canonical_smiles	NOD2 inhibition	Lipid droplet	Lipid droplet cells 6.5 µM
CN1CCN(NC(=O)c2cc(-c3ccc(Cl)s3)nc3ccccc23)CC1	-20%	-3	719
CC(C)Nc1nc(Cl)nc(Nc2ccccc2)n1	-37%	7	811
O=C(N1CCCC1)N1CCN(S(=O)(=O)c2ccccc2)CC1	2%	-10	782
COc1cccc(Cn2c(=O)oc3ccccc32)c1	-10%	6	838
Cc1oncc1C(=O)Nc1ccc2ccccc2c1	-35%	-20	815
COc1ccc(C(=O)Nc2ccc(/C(C)=N/NC(=O)c3ccncc3)cc2)cc1	9%	12	732
CCOC(=O)c1ccc(NC(=O)CSc2nnc(CNC(=O)c3ccco3)o2)cc1	21%	4	665
Cc1nn(C)c(C)c1C(C)NC(=O)c1cc(COc2cncc(Cl)c2)on1 (configuration not stated)	7%	0	723
Cc1ccccc1NC(=O)c1ccccc1-c1ccccc1	-9%	3	824
O=C(NCCCN1CCN(c2ccccc2)CC1)C1CCCN(c2ncnc3c2nc2n3CCCCC2)C1 (configuration not stated)	16%	4	764

# Record cards, as listed above. Order of screens: NOD2 inhibition	Lipid droplet	Lipid droplet cells 6.5 µM
# Entry for Cc1nn(C)c(C)c1C(C)NC(=O)c1cc(COc2cncc(Cl)c2)on1 (configuration not stated) : 7%	0	723
# Entry for Cc1oncc1C(=O)Nc1ccc2ccccc2c1 : -35%	-20	815
# Entry for CN1CCN(NC(=O)c2cc(-c3ccc(Cl)s3)nc3ccccc23)CC1 : -20%	-3	719
# Entry for CCOC(=O)c1ccc(NC(=O)CSc2nnc(CNC(=O)c3ccco3)o2)cc1 : 21%	4	665
# Entry for O=C(N1CCCC1)N1CCN(S(=O)(=O)c2ccccc2)CC1 : 2%	-10	782

# Continued:
canonical_smiles	NOD2 inhibition	Lipid droplet	Lipid droplet cells 6.5 µM
CCOC(=O)C1CCCN(C(=O)c2cc3c(OC)c(OC)c(OC)cc3[nH]2)C1 (configuration not stated)	-7%	4	840
O=C(CCN1C(=O)/C(=C/c2ccccc2Cl)SC1=S)NC1C=CS(=O)(=O)C1 (configuration not stated)	16%	-3	680
CCCc1nn(C)c2c(=O)[nH]c(-c3cc(S(=O)(=O)N4CCN(C)CC4)ccc3OCC)nc12	13%	-8	791
CCOc1ccc(-c2nonc2NC(=O)c2ccco2)cc1OCC	5%	4	651
O=[N+]([O-])c1ccccc1S(=O)(=O)Nc1ccc(S(=O)(=O)N2CCOCC2)cc1	-12%	7	774
COc1cccc(CN(C)C(=O)C23CC4CC(CC(C4)C2)C3)c1	5%	-16	755
COc1cc(/C=N/NC(=O)C(NC(=O)c2ccccc2)c2n[nH]c(=O)c3ccccc23)ccc1OCC(N)=O (configuration not stated)	-22%	-10	754
O=C(NCCNC(=O)c1ccc(Br)o1)c1cccnc1	-11%	-1	777
CS(=O)(=O)c1ccc(NCCc2ccc(S(N)(=O)=O)cc2)c([N+](=O)[O-])c1	10%	8	791
O=C(NC1CCN(C(=O)NCc2ccccc2)CC1)c1ccc(F)cc1	5%	-12	821
COc1cccc(C(C(=O)NC2CCCC2)N(C(=O)CNC(=O)c2ccco2)c2cccnc2)c1 (configuration not stated)	-7%	25	828
COCCCn1c(SCC(=O)N2CCOCC2)nnc1-c1ccco1	-3%	9	799
NS(=O)(=O)c1ccc2nc(NC(=O)CS(=O)(=O)c3ccc(F)cc3)sc2c1	10%	-16	702
COc1ccc(C(=O)N/C(=C/c2ccco2)C(=O)N2CCCCCC2)cc1	10%	3	780
CC(=O)Cn1c(CN2CCN(C(=O)c3ccco3)CC2)nc2c1c(=O)n(C)c(=O)n2C	16%	0	669
O=C(NCc1ccccc1F)C1CCCN(S(=O)(=O)N2CCOCC2)C1 (configuration not stated)	4%	1	688
C/C(=N\NC(=O)c1cccs1)c1ccc2ccccc2c1	-40%	-1	789
C#CCn1c(CCNC(=O)c2ccco2)nc2ccccc21	-9%	-14	704
